POLB inh = blocks human DNA polymerase beta activity; Pol beta primer extension/strand displacement, fluorescence kinetic; Potency, µM (doses to about 114 µM), inactives show at the top dose activity change, negative = inhibition, usual class: inhibitors; actives 1.3% (n = 340,000); further: potency means the concentration at half of the fitted maximal effect; on the % scale 0 is the no-effect control and ±100 the full control effect
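Enzyme-only controls used 10 nM Pol beta; buffer lacking enzyme served as negative control. Compound preincubated 15 min, then 50 nM substrate added; 0 and 10 min reads at room temperature.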
RXFP1 antag = blocks the human relaxin receptor RXFP1; Q9HBX9; activity change, negative = inhibition, % at 57.5 µM; AID 1259400; actives 0.59% (n = 350,000); HEK293-RXFP1, relaxin-stimulated cAMP HTRF, 30 min; active compounds read low;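 active means activity change of -60% or lower, but not beyond a set lower limit; inconclusive means change between -60% and -40%, or beyond the set limit; inactive means change above -40%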; further: on the % scale 0 is the no-effect control and ±100 the full control effect
BLM inh = inhibitors of human Bloom syndrome helicase BLM; P54132; recombinant BLM DNA unwinding, fluorescence dequenching; Potency, µM (series often up to 56.1 µM), for inactives: at the highest dose activity change, negative = inhibition, hits mostly inhibitors; actives 0.2% (n = 350,000); AID 2528;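 further: potency means the concentration at half of the fitted maximal effect; plate controls were vehicle for no effect and no enzyme for full effect; nearly all actives have a fitted effect of over 35% in size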
Pol kappa inh = inhibitors of human DNA polymerase kappa; Q9UBT6; purified Pol kappa, fluorescent DNA synthesis assay, 10 min; Potency, µM (doses to about 107 µM), for the others: at the top dose activity, negative = inhibition, usual class: inhibitors; actives 0.53% (n = 400,000); further: potency means the concentration at half of the fitted maximal effect; on the % scale 0 is the no-effect control and ±100 the full control effect
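10 nM Pol kappa was preincubated with compounds for 15 min at room temperature. Reaction started with 50 nM (final) substrate. Fluorescence read kinetically at 0 and 10 min.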
APEX1 inh = APE1 (human) endonuclease inhibition; P27695; recombinant APE1, TAMRA/BHQ-2 abasic DNA cleavage fluorescence; Potency, µM (doses to about 65.8 µM), without a hit: top-dose activity change, negative = inhibition, actives largely listed as inhibitors; actives 0.35% (n = 350,000); AID 2517;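 further: potency means the concentration at half of the fitted maximal effect; plate controls were vehicle for no effect and reference inhibitor for full effect; nearly all actives have a fitted effect of over 55% in size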
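Kinetic fluorescence read (525 ex/598 em nm, three reads 60 s apart) of AP-site incision; signal = third minus first read. Enzyme 0.75 nM, dual-labelled THF duplex 50 nM, compound preincubation 15 min RT.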
Pol iota inh = DNA polymerase iota (human) inhibition. AID 588590. Pol iota fluorescent replication assay, 10 min. Q9UNA4. Potency, µM (highest dose often 115 µM), for the others: top-dose activity, negative = inhibition, usual class: inhibitors. actives 1% (n = 390,000); further: potency means the concentration at half of the fitted maximal effect
Target sequence (Q9UNA4 whole entry, looked up): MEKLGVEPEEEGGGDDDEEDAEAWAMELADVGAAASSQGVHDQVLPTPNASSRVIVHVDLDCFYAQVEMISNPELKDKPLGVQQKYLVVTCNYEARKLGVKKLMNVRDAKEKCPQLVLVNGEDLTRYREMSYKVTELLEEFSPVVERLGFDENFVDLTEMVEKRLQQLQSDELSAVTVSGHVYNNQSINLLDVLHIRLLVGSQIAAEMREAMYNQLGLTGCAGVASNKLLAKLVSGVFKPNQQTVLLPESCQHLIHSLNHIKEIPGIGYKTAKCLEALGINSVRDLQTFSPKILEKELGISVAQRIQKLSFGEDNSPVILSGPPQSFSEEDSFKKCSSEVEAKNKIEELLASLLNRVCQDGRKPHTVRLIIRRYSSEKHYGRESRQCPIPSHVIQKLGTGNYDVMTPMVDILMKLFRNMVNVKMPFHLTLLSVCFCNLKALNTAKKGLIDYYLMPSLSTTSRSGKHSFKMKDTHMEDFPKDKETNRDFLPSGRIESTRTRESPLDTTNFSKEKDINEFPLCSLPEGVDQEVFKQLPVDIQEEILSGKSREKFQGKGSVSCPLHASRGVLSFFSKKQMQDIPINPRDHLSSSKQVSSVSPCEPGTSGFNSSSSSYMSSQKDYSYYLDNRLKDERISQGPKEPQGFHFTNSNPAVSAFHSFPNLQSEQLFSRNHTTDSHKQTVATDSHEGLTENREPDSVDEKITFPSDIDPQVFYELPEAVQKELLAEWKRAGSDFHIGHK
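Fluorescent replication assay read twice, at 0 min and 10 min after adding 50 nM (final) substrate. Enzyme (10 nM) and compounds were first incubated 15 min at room temperature; enzyme-free buffer wells were negative controls.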
Apoferritin bind = binds horse apoferritin like a general anesthetic; P02791; apoferritin/1-aminoanthracene competitive binding, fluorescence; Potency, µM (titrated, usually from 77.5 µM), for inactives: at the highest dose activity change, negative = displacement, actives largely listed as inhibitors; actives 0.074% (n = 350,000); AID 485281; further: potency means the concentration at half of the fitted maximal effect; on the % scale 0 is the no-effect control and ±100 the full control effect; nearly all actives have a fitted effect of over 20% in size
Target sequence (P02791 2-175 limits assumed): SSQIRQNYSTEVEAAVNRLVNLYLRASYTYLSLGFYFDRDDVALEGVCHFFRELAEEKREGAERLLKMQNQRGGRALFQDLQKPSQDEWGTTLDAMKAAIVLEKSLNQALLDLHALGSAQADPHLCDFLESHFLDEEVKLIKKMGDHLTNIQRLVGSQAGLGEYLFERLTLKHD
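Probe: 1-aminoanthracene (50% saturated, PBS). Protein: horse-spleen apoferritin, 10 uM. Incubation: 10 min, room temperature. Detection: 380 nm excitation, 535 nm emission. Analysis: normalized response, four-parameter Hill.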
Tb PGK inh = T. brucei PGK inhibition | PGK/GAPDH coupled, Kinase-Glo luminescence, 60 min | AID 602233 | Potency, µM (highest dose often 57.5 µM), for inactives: at the top dose activity change, negative = inhibition, hits mostly inhibitors | actives 0.043% (n = 380,000); further: potency means the concentration at half of the fitted maximal effect; on the % scale 0 is the no-effect control and ±100 the full control effect; nearly all actives have a fitted effect of over 60% in size
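Luminescent ATP detection (Kinase-Glo Plus) follows a 60-minute room-temperature incubation, with wells lacking PGK as controls. Buffer: 100 mM TEA (pH 7.6), 5 mM MgCl2, 0.01% Tween-20. Coupling enzyme GAPDH (100 nM final) supplies unstable 1,3-BPG in-well.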
Pol eta inh = blocks human DNA polymerase eta activity; Q9Y253; AID 588591; recombinant Pol eta, fluorescent DNA replication assay; Potency, µM (series often up to 114 µM), for the others: at the highest dose activity change, negative = inhibition, usual class: inhibitors; actives 1.2% (n = 390,000); further: potency means the concentration at half of the fitted maximal effect; on the % scale 0 is the no-effect control and ±100 the full control effect
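Pol eta at 10 nM preincubated with compounds 15 min at room temperature; reaction started with fluorescent substrate (50 nM final) and read kinetically at 0 and 10 min.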
* marks the source's active call; other numbers are inactive results; i = inactive; ? = inconclusive; nt = not tested or not shown; & = joins results of further samples; [ ] = dose if it differs, or a comment. Unless noted, the call rests on the fitted dose curve; in most records, active means well fitted curve in the direction sought with a large enough effect; inconclusive means small, poorly fitted or top-dose-only effect, or another doubt; inactive means no such curve, though single readings can be large; an effect the other way counts as inactive or inconclusive. Some of the compounds tested; count on the stated rates, not on these rows.

SMILES	POLB inh	RXFP1 antag	BLM inh	Pol kappa inh	APEX1 inh	Pol iota inh	Apoferritin bind	Tb PGK inh	Pol eta inh
O=C(NCc1n[nH]c(=S)n1-c1cccc(Cl)c1)c1ccc(S(=O)(=O)N2CCCC2)cc1	15.3%	29.2	0.5%	-1.9%	-0.6%	4.8%	?	0.0%	-3.2%
Cc1cc(C)cc(-n2c(SCC(=O)NCc3ccc(F)cc3)nc3c([nH]c4ccccc43)c2=O)c1	0.8%	nt	0.8%	-2.5%[60.1 µM]	nt	6.9%	-2.1%	1.6%	-10.1%
CC1(C)O[C@@H]2[C@@H](CO[C@@]3(COS(N)(=O)=O)OC(C)(C)O[C@@H]23)O1	29.0%	-5.5	-6.3%	nt	-2.1%&15.8%	nt	2.9%	nt	nt
COc1ccc(C(=O)Nc2sc(C)c(-c3ccccc3)c2C#N)cc1OC	21.0%	-10.3	-17.0%	-11.1%	-3.4%	10.3%	-14.7%	-3.7%	-12.3%
CCOC(=O)C1(CC2CC2)CCN(Cc2ccc3cccc(F)c3n2)CC1	-0.8%	-8.1	-2.0%	9.6%	4.9%	27.5%	-20.4%	i	-4.7%
C#CCOCCOCCOCCNc1nc(N2CCN(C(=O)[C@H]([C@@H](C)O)n3cc(CCCCN)nn3)CC2)nc(N2CCN(C(=O)[C@H](C)n3cc(CCC(=O)O)nn3)CC2)n1	nt	nt	nt	9.1%	nt	-0.2%	nt	i	-3.6%
COc1ccc(NS(=O)(=O)c2cccc(NC(=O)NC3CCCCC3)c2)cc1	3.8%	-5.2	-4.5%	-7.3%	1.6%	97.1%[activator]	1.2%	-2.3%	-12.9%
CCOC(=O)Cc1nn(Cc2nc(-c3ccc(C#N)cc3)cs2)c(=O)c2ccccc12	8.1%	-6.2	-2.0%	3.9%	2.6%	-1.2%	1.1%	-4.2%	-20.0%
CC1CCc2onc(C(=O)O)c2C1 (stereo not given)	29.0%	7.1	3.0%	-20.5%	7.1%	21.1%	-0.2%	-6.8%	-9.4%
CC1=C(C(=O)Nc2ccccc2)C(c2ccccc2Cl)n2ncc(C(=O)Nc3cccc(C)c3)c2N1 (stereo not given)	-2.2%	-3.2	1.2%	-13.3%	nt	-2.6%	4.3%	-0.5%	-2.8%
CCc1ccc(N2C(=O)CS(=O)(=O)C23C(=O)N(Cc2ccccc2F)c2ccccc23)cc1 (stereo not given)	3.2%	nt	-8.2%	-0.4%	nt	6.1%	-13.1%	-3.8%	-11.4%
CC(C)CCN1C(=O)c2ccc(C(=O)Nc3cccc(S(N)(=O)=O)c3)cc2C1=O	0.0%	1.0	-2.0%	-4.9%	1.0%	10.2%	?	-12.6%	-13.9%
CCC1Sc2ccccc2N(CC(=O)NCCC2=CCCCC2)C1=O (stereo not given)	-15.9%	10.7	-12.4%	-16.0%	-1.5%	-8.6%[58.9 µM]	-9.2%	-1.1%	-17.3%
Cc1n[nH]c(=O)n1-c1ccc(C(C)C)cc1	-1.2%	-4.1	0.8%	7.2%	-2.8%	69.6%[activator]	-2.0%	1.8%	-17.2%
CCS(=O)(=O)c1ccccc1C(=O)N1CCN(c2nc3ccccc3s2)CC1	31.3%	-1.9	2.2%	-1.5%[60.1 µM]	nt	11.0%	-9.5%	-6.1%	4.5%
CN(Cc1ccc(Cl)c(Cl)c1)C(=O)c1ccccc1SCC(=O)N1CCCC1	nt	-1.4	nt	0.3%	22.3%	42.9%[activator]	nt	-3.8%	-24.2%
CCOc1ccc(-n2c([S-])c(C(=O)Nc3ccc(S(=O)(=O)N4CCOCC4)cc3)[n+]3cc(C(N)=O)ccc23)cc1	19.9%	-2.2	-8.8%	-16.9%	1.5%	80.6%[activator]	-4.1%	-0.3%	-3.1%
COc1cccc(NC(=O)CCSc2nnc3scc(-c4ccccc4)n23)c1	-7.5%	nt	3.3%	11.5%	1.6%	27.2%	3.9%	i	-16.5%
CCn1c(SCC(=O)N2CCN(c3ccccc3)CC2)nc2c([nH]c3ccccc32)c1=O	0.9%	3.2	-0.7%	-1.8%	22.9%	16.6%	-0.7%	7.3%	-17.1%
O=C(CC(C(=O)N1CCc2ccccc21)n1ccnc1)NCC1CCCO1 (stereo not given)	23.6%	-10.8	-2.7%	-4.2%	13.5%	4.2%	-6.7%	i	-9.7%
C/C(=N\Nc1ccccc1)c1cc2ccccc2oc1=O	2.5%	-31.0	-1.4%	-30.5%	-1.7%	20.5%	-18.4%	-1.1%	-3.3%
COc1ccc(CC(=O)NCCc2ccc(S(N)(=O)=O)cc2)cc1	9.1%	4.9	-5.8%	0.1%	19.2%	13.2%	0.0%	11.9%	-12.5%
NC(=S)N/N=C/c1ccc(-c2ccc(Cl)c(Cl)c2)o1	-0.3%	-19.2	-2.2%	-24.1%	-2.7%	-6.0%	?	i	?
COc1cc(C(=O)NCCc2cc3c(OC)ccc(OC)c3[nH]c2=O)cc(OC)c1OC	40.6%	-14.9	-6.1%	12.6%	-2.5%	?	-0.1%	-8.5%	-4.6%
COC(=O)c1ccc2c(=O)n(CCN3CCOCC3)c(SCC(=O)C(C)(C)C)nc2c1	26.4%	26.2	-2.8%	-8.8%	1.7%	5.4%	-5.7%	3.7%	-12.5%

Complete entries from above. Screens in order: POLB inh	RXFP1 antag	BLM inh	Pol kappa inh	APEX1 inh	Pol iota inh	Apoferritin bind	Tb PGK inh	Pol eta inh
Record of CC1CCc2onc(C(=O)O)c2C1 (stereo not given) = 29.0%	7.1	3.0%	-20.5%	7.1%	21.1%	-0.2%	-6.8%	-9.4%
Record of CC1=C(C(=O)Nc2ccccc2)C(c2ccccc2Cl)n2ncc(C(=O)Nc3cccc(C)c3)c2N1 (stereo not given) = -2.2%	-3.2	1.2%	-13.3%	nt	-2.6%	4.3%	-0.5%	-2.8%
Record of O=C(NCc1n[nH]c(=S)n1-c1cccc(Cl)c1)c1ccc(S(=O)(=O)N2CCCC2)cc1 = 15.3%	29.2	0.5%	-1.9%	-0.6%	4.8%	?	0.0%	-3.2%
Record of CCS(=O)(=O)c1ccccc1C(=O)N1CCN(c2nc3ccccc3s2)CC1 = 31.3%	-1.9	2.2%	-1.5%[60.1 µM]	nt	11.0%	-9.5%	-6.1%	4.5%

Other compounds:
SMILES	POLB inh	RXFP1 antag	BLM inh	Pol kappa inh	APEX1 inh	Pol iota inh	Apoferritin bind	Tb PGK inh	Pol eta inh
CCOc1ccc(Nc2oc(-c3ccco3)nc2C#N)cc1	17.5%	1.3	-7.0%	-2.2%	14.9%	-2.7%	47.3%[activator]	-6.0%	-9.4%
CCOC(=O)c1c(C)n(C)c2c1cc(OC(C)=O)c1ccccc12	-8.5%	7.2	-1.4%	-6.3%	6.3%	180.2%[activator]	-2.0%	-6.3%	-8.0%
COc1ccc(NC(=O)c2ccc(NS(=O)(=O)c3c(C)noc3C)cc2)cc1OC	3.9%	2.8	0.1%	7.7%	?	16.7%	-6.9%	i	-11.0%
CCOC(=O)c1cc2c(=O)n3ccccc3nc2n(CC2CCCO2)c1=NC(=O)c1ccc(C)cc1 (stereo not given)	0.2%	nt	1.8%	-22.9%	nt	18.2%	119.0%[activator]	i	-8.8%
CCCNC(=O)C1CCC(Cn2c(=O)c3sccc3n(CC(=O)N(CC)CC)c2=O)CC1 (stereo not given)	8.6%	-2.3	2.2%	21.4%	nt	-1.6%	-0.8%	-6.2%	-18.6%
CCc1cccc(NS(=O)(=O)c2cccc3cccnc23)c1	1.7%	7.0	-3.7%	-19.1%	5.6%	22.2%	-17.2%	10.7%	-8.7%
CC(=O)Nc1ccc(S(=O)(=O)NCc2nc(-c3ccccc3)no2)cc1	7.0%	11.6	-0.9%	-4.5%	24.8%[12.4 µM]	18.5%	-5.6%	3.9%	-20.6%
CC(=O)c1ccc(OC(C)C)c(CSC(=N)N)c1	?	-7.3	-3.0%	?	4.7%	-12.4%	-7.2%	-8.6%	-4.3%
Cc1cccc(C(C)(C)C)c1OCCN1CCCC1	15.9%	-7.3	4.0%	-14.7%	0.3%	120.0%[activator]	-1.4%	-5.3%	4.1%
C=CCn1c(NC(=O)c2ccc(Br)o2)c(S(=O)(=O)c2ccccc2)c2nc3ccccc3nc21	-25.2%	4.0	?	2.2%	?	?	21.5%	nt	-12.2%
O=C(Nc1ccc2c(c1)OCO2)Oc1ccccc1	8.8%	0.4	-2.2%	0.0%	2.1%	15.0%	?	-7.1%	-11.4%
Cc1ccc(CNC(=O)c2c(O)nc3ccccn3c2=O)cc1	1.0%	nt	-3.0%	7.2%	nt	34.6%[activator]	-11.9%	-8.9%	-1.1%
COc1ccc(C(C)=O)cc1COC(=O)CNC(=O)c1ccc(F)cc1	-1.1%	-1.3	1.7%	-11.9%	1.4%	16.5%	-1.2%	-9.4%	-17.3%
O=C(C(Cc1ccccc1)NS(=O)(=O)c1cccc2cccnc12)N1CCc2ccccc21 (stereo not given)	0.8%	nt	-3.7%	1.2%	4.7%	8.9%	-16.0%	-3.8%	-16.0%
COCCNC(=O)C(c1cccs1)N(C(=O)Cn1nnc2ccccc21)c1cccc(C(C)=O)c1 (stereo not given)	13.2%	1.1	0.1%	5.4%	-1.2%	4.1%	-9.2%	-0.9%	-11.3%
O=C(CSc1nncs1)NC(=O)NCc1ccco1	?	0.7	-8.4%	-10.8%	?	?	-12.2%	-6.8%	2.2%
COc1cc(CC(=O)Nc2ccc(S(=O)(=O)Nc3ncccn3)cc2)cc(OC)c1OC	-2.2%	-11.1	0.3%	-3.1%	-1.8%	-14.2%	-13.7%	-12.9%	-7.0%
COc1ccccc1C(=O)NCCC(=O)N1CCN(S(=O)(=O)c2ccc(Cl)cc2)CC1	nt	-0.6	nt	-5.1%	1.5%	48.6%[activator]	nt	-8.4%	-16.5%
CCOc1ccc(NC(=O)CN2C(=O)c3ccccc3Sc3ccc(C(=O)OC)cc32)cc1	79.4µM*	nt	-1.9%	-0.7%[60.1 µM]	nt	4.0%	-1.2%	-4.2%	?
Nc1ccc2c(c1)Cc1cc(Cl)c(Cl)cc1-2	nt	-5.6	nt	-5.9%	nt	-8.8%	nt	-7.8%	-12.4%
CC(C)(C)n1nnnc1C(c1cccs1)N(Cc1cccnc1)Cc1ccco1 (stereo not given)	0.8%	5.9	-4.3%	-8.0%	?	?	1.1%	0.3%	-12.5%

Screens (PubChem)
